# CHO-K1 Ca ag – counter-screen for M1 agonists: effect in parental CHO-K1 cells; Fluo-8 calcium fluorescence; scaled to maximal ATP response, vehicle zero; activation, % at 3 µM; 360,000 tested, 0.48% active; in the data active = activation above about 15%;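 note: untransfected CHO-K1 host cells lacking M1 receptor as counterscreen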
# OXTR potentiator – human OXTR potentiators, primary screen, fluorescence, CHO-OTR cells, Fluo-8 calcium. Oxytocin receptor (Homo sapiens), P30559. 320,000 tested, 0.061% active. Fluo-8 calcium fluorescence, potentiator mode; 0% = oxytocin EC15, 100% = EC100. activation, % at 3 µM;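 active = activation above that plate's cutoff, the mean activation of tested compounds plus 3 SD, cut at about 6.6% in these data, passing the limit was not always enough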;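 note: 100% uses oxytocin at 75 nM as the full agonist control; some results filed as inactive read as strong as hits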
# Target sequence (P30559 whole entry, looked up): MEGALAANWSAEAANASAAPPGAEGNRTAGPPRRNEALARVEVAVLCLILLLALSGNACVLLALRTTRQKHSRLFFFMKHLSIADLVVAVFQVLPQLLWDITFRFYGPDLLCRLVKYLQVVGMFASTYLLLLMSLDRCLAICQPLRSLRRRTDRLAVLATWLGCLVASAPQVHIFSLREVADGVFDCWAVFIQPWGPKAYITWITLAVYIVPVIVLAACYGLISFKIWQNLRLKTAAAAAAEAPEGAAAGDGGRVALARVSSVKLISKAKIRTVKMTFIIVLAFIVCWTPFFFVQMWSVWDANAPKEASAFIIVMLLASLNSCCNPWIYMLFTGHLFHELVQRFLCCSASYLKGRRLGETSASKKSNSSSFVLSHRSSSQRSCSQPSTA
#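 Assay system: CHO cell line stably expressing human OTR. Reagent: EC15 oxytocin agonist. Dosing: single dose, 3.0 µM nominal final compound concentration. Timing: compound 6 min at room temperature before oxytocin, 100 s read. Signal: kinetic Fluo-8 calcium fluorescence. Controls: oxytocin EC15 low and EC100 high.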
# TAAR1 agonist – human TAAR1 agonists, primary screen, Fluo-8 calcium fluorescence, CHO RD-HGA16 cells | vehicle wells 0%, saturating PEA agonist 100% | 360,000 tested, 0.99% active | activation, % at 3 µM | Trace amine-associated receptor 1 (Homo sapiens), Q96RJ0 | AID 624467, 2012;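 active = activation above the mean activation of all test compounds in the run plus 3 SD, cut at about 38% in these data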
#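 test system = CHO RD-HGA16 cells carrying human TAAR1 plus Gα16 | schedule = 17-24 h seeding, 75 min 37 °C dye, 30 min RT | compound dosing = 3 µM single concentration | control set = DMSO and PEA EC100 | replicates = n 1 | signal = Fluo-8 fluorescence, 5 s baseline then 140 s kinetic read | measure = percent activation vs PEA EC100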
# CHO-K1 Ca antag – nonselective inhibitor or artifact in parental CHO-K1 cells | 360,000 tested, 0.6% active | ATP-induced calcium, Fluo-8 fluorescence | inhibition, % at 3 µM;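 active = inhibition above a per-plate cutoff, the plate's mean sample inhibition plus 3 SD, cut at about 24% in these data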;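 note: 0% = DMSO plus EC80 ATP and 100% = DMSO alone without ATP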
# M1 PAM parental – nonselective calcium activators in parental CHO-K1 cells, primary screen, counter-screen for M1 PAM project, cell-based, Fluo-8 calcium fluorescence, full deck, 1536-well | ATP EC20; 0% at ATP EC20, 100% at ATP max | activation, % at 3 µM | 360,000 tested, 0.02% active | AID 602247, 2012;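 active = activation above the run cutoff, the mean activation of all test compounds plus 3 SD, cut at about 40% in these data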;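 note: peak over basal fluorescence ratio in a 140 s read after ATP addition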
# TAAR1 antag – human TAAR1 antagonists, primary screen, Fluo-8 calcium fluorescence, CHO RD-HGA16 cells; Trace amine-associated receptor 1 (Homo sapiens), Q96RJ0; antagonist; inhibition, % at 3 µM; 360,000 tested, 1.5% active; AID 624466, 2012;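 active = inhibition above a per-plate cutoff, the mean inhibition of test compounds on that plate plus 3 SD, cut at about 49% in these data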;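 note: 0% = DMSO plus EC80 beta-PEA response and 100% = DMSO alone without agonist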
#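 Test system – hTAAR1-expressing CHO RD-HGA16 cells, Gα16-coupled · Reagent – β-PEA at EC80 concentration, post-compound challenge · Compound dosing – 3 µM, single point · Timing – 140 s kinetic read after compound, 140 s after agonist · Detection – Fluo-8 intracellular calcium dye fluorescence, real-time kinetic reads · Control set – DMSO and EC80 PEA controls · Repeats – n of 1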
# CHRM1 agonist – human M1 muscarinic receptor agonists, primary screen, Fluo-8 calcium fluorescence, CHO-K1 cells, HTS. Muscarinic acetylcholine receptor M1 (Homo sapiens), P11229. CHO-K1 hM1, agonist mode; 0% DMSO, 100% acetylcholine EC100. activation, % at 3 µM. 360,000 tested, 0.33% active;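 active = activation above the run's mean compound activation plus 3 SD, cut at about 16% in these data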;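 note: peak over basal fluorescence ratio within a 140 s kinetic read after compound addition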
# V1aR counter – agonists of human V1a receptor, primary screen, counter-screen for OXTR agonist project, fluorescence, CHO-V1R cells; Vasopressin V1a receptor (Homo sapiens), P37288; Fluo-8 calcium fluorescence, agonist mode; 0% DMSO, 100% 3 nM vasopressin; activation, % at 3 µM; 320,000 tested, 0.25% active;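 active = activation above the mean activation of all tested compounds plus 3 SD, per screening run, cut at about 20% in these data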;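 note: signal is peak over basal fluorescence ratio across a 100 second FLIPR read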
# Target sequence (P37288 whole entry, looked up): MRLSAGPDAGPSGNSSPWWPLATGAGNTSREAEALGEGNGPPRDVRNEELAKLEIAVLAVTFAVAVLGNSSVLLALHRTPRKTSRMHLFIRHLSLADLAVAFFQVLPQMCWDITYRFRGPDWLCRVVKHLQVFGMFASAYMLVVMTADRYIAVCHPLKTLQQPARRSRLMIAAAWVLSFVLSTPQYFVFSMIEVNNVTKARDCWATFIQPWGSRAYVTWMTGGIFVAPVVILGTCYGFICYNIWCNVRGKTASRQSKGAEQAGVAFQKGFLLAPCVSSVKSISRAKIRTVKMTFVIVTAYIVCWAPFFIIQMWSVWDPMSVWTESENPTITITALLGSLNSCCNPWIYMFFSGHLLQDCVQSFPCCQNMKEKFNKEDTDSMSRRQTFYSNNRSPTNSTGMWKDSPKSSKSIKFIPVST
# CHO parental Ca – ATP-evoked calcium signal inhibitors, parental CHO, primary screen, counter-screen for OX1R antagonist project, cell-based, fluorescence, Fluo-8 calcium dye; parental CHO-K1, ATP-induced calcium, Fluo-8 fluorescence; inhibition, % at 5.6 µM; 330,000 tested, 0.63% active; AID 463079, 2010;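 active = inhibition above that plate's mean sample inhibition plus 3 SD, cut at about 26% in these data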;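 note: 0% = ATP-challenged DMSO wells and 100% = DMSO wells without ATP; some compounds past the cut are filed as inactive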
#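 Measured by: calcium-sensitive Fluo-8 fluorescence / Test system: CHO parental line / Controls: ATP-challenged DMSO wells low, unchallenged DMSO wells high / Measure: % inhibition / Compound: single nominal dose of 5.6 µM per compound / Replicates: single well per compound, no replicates / Reagent: ATP as calcium-mobilizing challenge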
# Numbers without * were called inactive; nt = not tested or not shown.
SMILES,CHO-K1 Ca ag,OXTR potentiator,TAAR1 agonist,CHO-K1 Ca antag,M1 PAM parental,TAAR1 antag,CHRM1 agonist,V1aR counter,CHO parental Ca
CS(=O)(=O)N1CCc2cc(C(=O)N3CCN(c4cccc(Cl)c4)CC3)ccc21,6.7,-12,5,-5,5,-21,-2,11,-16
COc1ccc(NC(=O)CN2CCN(c3ccccc3C)CC2)cc1,0.3,-14,-1,4,-1,5,-1,1.6,-15
CN1C(=O)/C(=C/c2cc3c(cc2Br)OCO3)NC1=S,1.1,1,3,-12,21,-1,-5,0.2,-10
CCc1ccc(N(C(=O)Cc2cccs2)C(C(=O)NC2CCCCC2)c2cn(C)nc2C)cc1 (centres undefined),15,-1,12,-1,14,-3,-6,-0.8,-10
Brc1ccc(-c2nn3c(-c4ccco4)nnc3s2)o1,0.4,2,2,25*,-6,-10,-7,-0.7,-13
CCn1cnc2c1c(=O)n(CC(=O)NN)c(=O)n2Cc1ccccc1,1.3,-10,0,-6,-6,-20,-2,0.4,-17
CCOC(=O)N1CCc2c(sc3c2c(=O)n(Cc2ccccc2)c(=O)n3CC(=O)NCCOC)C1,0.3,-10,10,-5,12,4,-8,0.7,-14
CC1CCCCN1CCNS(=O)(=O)c1ccc2c(c1)oc(=O)n2C (centres undefined),0.1,-1,4,11,7,0,-7,1.1,-3
CCCCC(=O)Nc1ccc(C(=O)Nc2nc(CC(=O)OCC)cs2)cc1,21*,-5,16,2,17,20,2,5.7,-8
Cc1cc(OCC(=O)N2CCN(c3ccc(F)cc3)CC2)c2c(C)cc(=O)oc2c1,8.1,-2,0,-3,9,-5,-2,-0.3,-2
CC1CCCN(C(=O)c2ccc(OC3CCN(CCc4ccccc4)CC3)cc2)C1 (centres undefined),12,-3,7,6,12,-20,1,0.1,-18
COc1ccccc1NC(=O)CCc1nnc2ccc(N3CCCCC3)nn12,0.2,-15,0,7,-16,-14,-4,-1.0,-14
Cc1ccc2nc(C)cc(N/N=C/c3ccccc3O)c2c1,-0.2,-5,1,7,-15,-19,-2,-0.2,-15
Cc1sc2nc(CSC(C)C(=O)Nc3cc(S(C)(=O)=O)ccc3Cl)[nH]c(=O)c2c1C (centres undefined),0.5,-7,0,-17,-5,-3,-6,1.1,-23
CC(c1nnnn1C1CCCCC1)N(Cc1ccccc1)Cc1cccnc1 (centres undefined),0.7,-4,-3,-11,20,-34,-5,-0.7,-17
C=CCNC(=O)NC(=O)COC(=O)CNS(=O)(=O)c1ccc(F)c(F)c1F,0.3,-16,0,-5,-7,0,-6,0.1,-22
OCCN(CCO)c1nc(-c2ccccc2)nc2c1oc1ccccc12,4.7,-3,13,-2,7,34,-6,0.5,-15
COc1ccccc1N(Cc1ccccc1)S(=O)(=O)c1cccc(C(=O)Nc2ccccn2)c1,0.0,-7,0,-3,-7,75*,-2,1.6,-21
Cc1cccnc1C(NC(=O)C1CCN(CCOc2ccc(Cl)cc2Cl)CC1)c1ccc(Cl)cc1 (centres undefined),1.0,nt,6,-13,22,30,-3,nt,nt
COCCNC(=O)CSc1nc2ccccc2c(=O)n1CCCC(=O)NCc1ccccc1,1.1,5,4,-8,14,10,-3,0.3,-9
S=C(Nc1cc(Cl)ccc1Oc1ccccc1)N1CCN(c2ccccn2)CC1,-0.3,nt,6,4,2,11,-8,nt,nt
O=C(NC1CCCCC1)C(c1ccco1)N(CCc1ccccc1)C(=O)C(F)(F)F (centres undefined),-0.5,-19,5,14,-6,2,-4,-0.8,-37
CCCCN1C(=O)C(CC(=O)NC2CCCCC2)CC(C(=O)N(CC)CC)=C1C (centres undefined),-0.1,nt,1,0,8,-5,-3,nt,nt
CCOC(=O)c1[nH]c2ccc(OC)cc2c1NC(=O)c1ccc(OC)c(OC)c1,3.1,-1,5,-15,19,10,-5,1.0,-9
Nc1nnc(SCC(=O)Nc2ccccc2)s1,0.5,-12,4,-1,11,-22,1,1.4,-4
CC(=O)Nc1c(-c2ccccc2)nc2ccc(Cl)cn12,0.8,-4,0,-15,11,2,-3,0.2,0
O=C(C1CCC(CNS(=O)(=O)c2cccs2)CC1)N1CCN(c2ccc(Cl)cc2)CC1 (centres undefined),16*,-11,3,-2,19,-17,0,11,22
O=C(COC(=O)COc1ccccc1Cc1ccccc1)Nc1cccnc1Cl,0.8,-9,-1,14,-5,0,-3,2.2,-16
COc1cc(C(C)=NNC(=O)c2ccncc2)ccc1O,0.5,nt,4,-8,2,-5,-2,nt,nt
OC(Cc1cccnc1)(Cc1cccnc1)c1cc2ccccc2[nH]1,0.0,6,2,-1,7,13,-1,0.0,-20
CCC(=O)Nc1cc(C(C)(C)C)ccc1C(C)=O,0.2,-3,3,-1,21,-8,-7,-1.5,3
O=C(Nc1ccc(OC(=O)c2ccccc2)c(-c2nc3ccccc3s2)c1)c1ccccc1,-0.2,-20,4,3,-1,24,-3,-0.2,-22
O=C(CCCOc1ccccc1)NNC(=O)c1ccncc1,5.2,3,1,2,2,-6,-2,0.9,-11
O=C(Nc1ccccc1)C1CC(=O)n2c(nc3ccccc32)N1 (centres undefined),0.5,1,-1,-3,5,-8,-2,0.8,-3
O=C(O)CCCCCNS(=O)(=O)c1ccc(Cl)cc1,0.8,1,0,-6,-1,-2,0,0.5,-4
COc1cc(/C=C2/CCc3ccccc3C2=O)cc(OC)c1OC,5.6,3,2,-18,25,7,-4,1.4,-33
O=C(O)CC12CC3CC(C1)CC(n1ncc(NCc4ccc(F)cc4)c(Cl)c1=O)(C3)C2,0.3,-4,0,-15,-9,-2,-4,-0.2,-10
CCCNC(=O)Cn1cnc2sc(C(=O)Nc3ccc4c(c3)OCO4)c(C)c2c1=O,0.3,-3,nt,9,2,nt,-4,-0.1,4
COc1ccc(-c2noc(N3CCC(C(=O)Nc4ccc(OC)cc4OC)CC3)n2)cc1,0.6,-3,-1,-15,30,-28,0,1.1,-12
COc1ccc(C(=O)Nc2ccc(S(=O)(=O)Nc3cc(C)nc(C)n3)cc2)cc1OC,1.1,-8,1,-19,23,-37,-4,0.9,4
Cc1cc2nc(-c3ccc(C#N)cc3)c(Cc3cccc(F)c3)n2c(C)c1Br,0.2,nt,-2,-18,8,3,-3,nt,nt
CCOC(=O)c1[nH]c2ccccc2c1NC(=O)c1cc(OC)c(OC)c(OC)c1,3.9,-7,8,-11,2,14,2,0.4,-21
Cc1cnc2ccc(F)cc2c1,0.3,nt,3,2,-1,-24,-3,nt,nt
COc1ccc(CCNC(=O)CSc2nnc(CNC(=O)c3cccs3)o2)cc1OC,0.1,-5,3,-9,20,14,-1,0.6,-14
CCCc1nnc(NC(=O)c2cc3ccccc3o2)s1,-0.1,-4,8,-12,-16,-16,1,-0.1,7
N#Cc1ccc(OCC(=O)N(C2CCCCC2)C2CCS(=O)(=O)C2)cc1 (centres undefined),0.7,-7,3,-10,0,-5,-2,0.9,-9
Cc1ccc(C(=O)N2CCN(c3ccccc3F)CC2)cc1NC1=NC2CS(=O)(=O)CC2S1 (centres undefined),0.0,-3,2,-18,2,-2,-1,0.8,-1
Cn1c(SCC(=O)Nc2nccs2)nnc1-c1ccncc1,0.3,5,9,-24,17,-2,-3,0.8,12
CCN1C(=O)c2ccccc2Sc2ccc(C(=O)NCCCN3CCCCC3)cc21,0.2,-1,2,-10,6,-2,-13,0.5,-30
Cc1ccc(NC(=O)C2(C)CCN2C(=O)Cc2ccccc2Cl)cc1C (centres undefined),-0.3,nt,-1,-14,15,-16,-5,nt,nt
CCCn1c(CNc2ccc(Br)cc2)nc2ccccc21,2.4,-5,-1,2,15,-10,3,3.0,34*
CC/C(=N/NC(=O)c1ccc(Br)o1)c1ccc(Cl)cc1,0.5,-7,0,-13,17,8,-2,1.2,-10
CCCCn1c(SCC(=O)NCc2ccco2)nc2c1c(=O)n(C)c(=O)n2C,0.6,-4,-2,-10,24,3,-3,-0.5,-7

# Pulled by structure from the list above, 2 records:
SMILES,CHO-K1 Ca ag,OXTR potentiator,TAAR1 agonist,CHO-K1 Ca antag,M1 PAM parental,TAAR1 antag,CHRM1 agonist,V1aR counter,CHO parental Ca
CCN1C(=O)c2ccccc2Sc2ccc(C(=O)NCCCN3CCCCC3)cc21,0.2,-1,2,-10,6,-2,-13,0.5,-30
CC/C(=N/NC(=O)c1ccc(Br)o1)c1ccc(Cl)cc1,0.5,-7,0,-13,17,8,-2,1.2,-10

# Of the compounds above, 6 contain a furan ring, fused or not.
SMILES,CHO-K1 Ca ag,OXTR potentiator,TAAR1 agonist,CHO-K1 Ca antag,M1 PAM parental,TAAR1 antag,CHRM1 agonist,V1aR counter,CHO parental Ca
Brc1ccc(-c2nn3c(-c4ccco4)nnc3s2)o1,0.4,2,2,25*,-6,-10,-7,-0.7,-13
OCCN(CCO)c1nc(-c2ccccc2)nc2c1oc1ccccc12,4.7,-3,13,-2,7,34,-6,0.5,-15
O=C(NC1CCCCC1)C(c1ccco1)N(CCc1ccccc1)C(=O)C(F)(F)F (centres undefined),-0.5,-19,5,14,-6,2,-4,-0.8,-37
CCCc1nnc(NC(=O)c2cc3ccccc3o2)s1,-0.1,-4,8,-12,-16,-16,1,-0.1,7
CC/C(=N/NC(=O)c1ccc(Br)o1)c1ccc(Cl)cc1,0.5,-7,0,-13,17,8,-2,1.2,-10
CCCCn1c(SCC(=O)NCc2ccco2)nc2c1c(=O)n(C)c(=O)n2C,0.6,-4,-2,-10,24,3,-3,-0.5,-7

# Not a hit list; overall some 3.3% were active at least once.
